Bioassay records (PubChem)
H9c2 TAG inh: inhibitors of triacylglycerol accumulation, primary screen, cell-based, uHTS, fluorescence, H9c2 | inhibition, % at 12.5 µM | H9c2 cells, Nile Red lipid (TAG) fluorescence; cells loaded with 200 µM oleic acid | 230,000 compounds, 0.66% hits;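 active means pattern-corrected inhibition of lipid staining of at least 50% with the nuclear-stain viability signal not falling by more than 50%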;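 further: 0% = DMSO wells and 100% = triacsin C control wells; some results filed as inactive read as strong as hits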
H9c2 TAG inh DAPI viability: also measured in H9c2 TAG inh; calls as there; DAPI nuclei signal change (viability), lower = more cytotoxic, %;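 whole-well DAPI fluorescence read on a plate reader as a viability signal; minus 50 percent equals half of cells still viable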
An asterisk follows results filed as active.

SMILES	H9c2 TAG inh	H9c2 TAG inh DAPI viability
CCOC(=O)C1=C(C)N=c2s/c(=C/c3ccc(OCC(=O)O)c(OC)c3)c(=O)n2C1c1ccc(Cl)cc1 (configuration not stated)	0	0
CCN(CC(=O)NC1CCS(=O)(=O)C1)S(=O)(=O)c1cccc(C(C)=O)c1 (configuration not stated)	2	-8
COC(=O)c1noc(-c2ccc(OC)cc2)n1	8	11
O=C(NC1CCSc2ccccc21)c1cc([N+](=O)[O-])ccc1N1CCOCC1 (configuration not stated)	5	-4
COc1c(C)cc(C(=O)C2CCCN(C(=O)c3cccc(-n4cccn4)c3)C2)cc1C (configuration not stated)	-13	3
CSc1ccc(-c2nnn(CC(=O)NCc3ccccc3)n2)cc1	-10	-1
Cc1cc(C)n(Cc2nc3ccccc3n2C)n1	8	-9
CCCCN1C(=S)NC[C@@H]1c1ccccc1	-12	-1
CC(C)CNc1cc(Cl)c(S(=O)(=O)NCC(C)C)cc1C(=O)O	0	1
CCCCCn1c(=O)[nH]c2cc(C(=O)NCc3ccccn3)ccc2c1=O	11	-6
CCCn1c(N)c(C(=O)CSc2nnc(-c3ccoc3C)n2C)c(=O)n(C)c1=O	-13	2
COc1ccc(NC(=O)C/C(C)=N/NC(=O)C(=O)NC(C)C)c(OC)c1	-4	1
CCOC(=O)Cn1nnc(-c2ccccc2)n1	20	-4
CCN(Cc1nc2ccccc2c(=O)[nH]1)C(=O)c1cc(C2CC2)nn1-c1ccccc1	10	-6
Cc1onc(-c2c(Cl)cccc2Cl)c1C(=O)N1CCN(c2ncccn2)CC1	-5	-1
CCCCNC(=O)CN1C(=O)CSc2ccc(S(=O)(=O)N3CCOCC3)cc21	6	10
CS(=O)(=O)N1CCC(C(=O)NCc2ccc(Cl)cc2Cl)CC1	-17	-5
Cc1ccc(-n2nc(C)c3c2OC(N)=C(C#N)C3c2ccoc2)cc1 (configuration not stated)	10	-5
Cn1c(SCc2ccc([N+](=O)[O-])cc2)nnc1-c1cccnc1	0	-12
S=C(NCCc1ccccc1)N1CCCC1	-9	6
CC(=O)c1ccc(NC(=O)C(C)Sc2nnc(C3CC3)n2C2CC2)cc1 (configuration not stated)	3	2
O=C(NCCc1nc2ccccc2[nH]1)/C(=C/c1ccco1)NC(=O)c1ccc(Br)cc1	-6	5
Cc1cc(OC(=O)c2ccccc2Br)c([N+](=O)[O-])c(=O)[nH]1	-8	2
COc1ccc(C)cc1S(=O)(=O)Nc1ccccc1C	-8	-3
O=C(COC(=O)c1ccc2c(c1)C(=O)N(CCc1ccccc1)C2=O)Nc1ccc(OC(F)F)cc1	-5	-4

Full records from above:
O=C(NC1CCSc2ccccc21)c1cc([N+](=O)[O-])ccc1N1CCOCC1 (configuration not stated) in the list: H9c2 TAG inh = 5; H9c2 TAG inh DAPI viability = -4
O=C(COC(=O)c1ccc2c(c1)C(=O)N(CCc1ccccc1)C2=O)Nc1ccc(OC(F)F)cc1 in the list: H9c2 TAG inh = -5; H9c2 TAG inh DAPI viability = -4

The main list resumes with the 3 entries that preceded the break.
SMILES	H9c2 TAG inh	H9c2 TAG inh DAPI viability
Cc1cc(OC(=O)c2ccccc2Br)c([N+](=O)[O-])c(=O)[nH]1	-8	2
COc1ccc(C)cc1S(=O)(=O)Nc1ccccc1C	-8	-3
O=C(COC(=O)c1ccc2c(c1)C(=O)N(CCc1ccccc1)C2=O)Nc1ccc(OC(F)F)cc1	-5	-4
CCOC(=O)CN(C(=O)CSc1nnc(CNc2ccc(F)cc2)n1C)c1ccccc1	-7	-11
CCCNC(=O)c1ccc(Cl)c(Cl)c1	10	-25
CCCCN1C(=N)N([C@@H](C)CN2CCC[C@H]2CN2C(N)=NC[C@H]2CC(C)C)C[C@H]1[C@H](C)CC	-5	23
COc1ccc(Cl)cc1C(=O)CSc1nc(N)cc(N)n1	-14	-1
CCOc1cccc(C(=O)Nc2ccncc2)c1	-14	2
Cc1nnc(-c2ccccc2)[nH]c1=O	11	-1
O=C(c1ccc(N2CCOCC2)c([N+](=O)[O-])c1)N1CCN(S(=O)(=O)c2cccs2)CC1	-1	-4
COC(=O)c1ccc(COC(=O)c2ccc(C)c(S(=O)(=O)N3CCCCC3)c2)cc1	-4	7
Cc1cc(C(=O)N2CCC2(C)C(=O)NS(=O)(=O)c2cccc(OC(F)F)c2)nn1C (configuration not stated)	14	-1
CC1=CC(C)(C)N(C(=O)Nc2ccccc2)c2ccccc21	3	0
CCc1ccc(-n2cc(-c3ccc(F)cc3)[n+]3c2SCCC3)cc1	-20	1
CC(=O)c1sc(-c2ccc(F)cc2)cc1NS(=O)(=O)c1ccccc1	1	-1
CC(Oc1ccc(F)cc1)C(=O)Oc1ccc(N(C)S(=O)(=O)c2ccccc2)cc1 (configuration not stated)	-7	127
O=C(COC(=O)CCS(=O)(=O)c1ccccc1)Nc1cc(S(=O)(=O)N2CCCCC2)ccc1Cl	3	8
CCOc1ccc(N(CC(=O)Nc2ccc(C)cc2)S(=O)(=O)c2c(C)noc2C)cc1	14	-3
Cc1cc(=O)oc2cc(OCC(=O)OCC(=O)NC(=O)NC(C)C)ccc12	-11	10
O=C(NCCCN1CCOCC1)c1cc(C(=O)C2CCCCC2)c[nH]1	4	0
COC(=O)c1ccc(C(=O)OC)c(NC(=O)Nc2ccc3c(c2)OCO3)c1	-4	-2
COc1ccc(/C=N/NC(=O)c2ccccc2OC)cc1COc1ccc(C)cc1	10	4
COC(=O)c1onc(-c2ccccc2)c1C(=O)OC	9	2
Cc1ccc(CNC(=O)C2CCC(CNc3nc(=S)[nH]c4ccccc34)CC2)cc1 (configuration not stated)	14	-11
CCOC(=O)Cn1c(=NC(=O)C(C)C)sc2c(C)cc(C)cc21	0	5
COc1ccc(C(=O)N2CCN(Cc3nc(CC4CC4)no3)CC2)cc1	7	-3
Cc1ccc(C(=O)N2CCCCCC2)cc1S(=O)(=O)Nc1ccccc1	12	-7
CCCN1CCN(CCCNC(=O)CCn2nc(-c3ccccc3)ccc2=O)CC1	-5	11
The list goes on.
SMILES	H9c2 TAG inh	H9c2 TAG inh DAPI viability
CCOC(=O)Cc1c(C)[nH]c(=S)[nH]c1=O	12	12
CC(C(=O)N1CCCCC1)N1CCN(S(=O)(=O)c2ccc(Cl)cc2)CC1 (configuration not stated)	-8	0
CCOC(=O)C1=C(C)N=c2s/c(=C3\C(=O)Nc4ccccc43)c(=O)n2C1c1ccc2c(c1)OCO2 (configuration not stated)	10	-10
COC(=O)C1=C(C)N(C2CCCCC2)C(=O)C1	-22	5
O=C(CCCOc1ccc(Cl)cc1)Nc1nncs1	5	-1
CNC(=O)NC(=O)COC(=O)c1ccc(-n2c(C)ccc2C)cc1	12	-4
COc1cc2c(cc1OC)C1=C(C#N)CN(C3CCCCC3)CN1CC2	-5	10
Cc1cccc(NC(=O)CSc2cccc3cccnc23)c1	59*	-23*
COc1ccc(S(=O)(=O)Nc2nc3ccccc3s2)cc1	-7	12
CC1CCN(S(=O)(=O)N2CCC(C(=O)NCc3cccnc3)CC2)CC1	-12	10
CCCOc1ccc(N2C(=O)CC(NCCc3ccc(S(N)(=O)=O)cc3)C2=O)cc1 (configuration not stated)	-10	4
COc1ccc(CC(=O)Nc2cc(C)on2)cc1	-3	-4
CCCSc1nc(C)cc(C)c1C(N)=O	-6	11
COc1cc(NC2c3ccccc3C(=O)N2c2ccc(C)cn2)cc(OC)c1OC (configuration not stated)	2	-1
CCOc1ccc(S(=O)(=O)N2CCN(Cc3ccccc3)CC2)c2cccnc12	-8	5
Cc1cc(NC(=O)C(C)Sc2nnc(NCc3ccco3)s2)no1 (configuration not stated)	20	-11
Cn1cc(S(=O)(=O)Nc2ccc(F)cc2F)c(=O)n(C)c1=O	-13	-10
Cc1nc(C)c(C(=O)NCCC(c2ccccc2)c2ccccc2)o1	-14	-2
Cc1cc(Cl)c(S(=O)(=O)Nc2ccc(Cl)cn2)cc1OCC(N)=O	8	-9
CCN(CC)C(=O)[C@H]1CC(CC(=O)NCCCN(C)C)C(=O)N2CCc3c([nH]c4ccc(OC)cc34)[C@]12C (some centres not stated)	15	6
COC(=O)C1=C(c2ccc(OC)cc2)OC(=O)C1(C)C	60*	-40*
O=C(Cc1ccc(Cl)cc1)NCC(=O)N1CCN(Cc2ccccc2)CC1	8	-1
CCCCOc1ccc(N(CC(=O)NC(C)C)C(=O)CCC(=O)Nc2ccccn2)cc1	-11	-3
CC(C)NCC(O)COc1c(F)cc(Br)cc1F (configuration not stated)	-4	12
Cc1c(Cl)cccc1NC(=O)CNC(=O)c1ccc2c(c1)OCCO2	3	-1
Later entries:
SMILES	H9c2 TAG inh	H9c2 TAG inh DAPI viability
COc1ccc(C=C2SC(=S)NC2=O)c(OC)c1OC	-11	8
COc1ccc(C(=O)OCC(=O)c2ccc(C3CCCCC3)cc2)cc1	0	-4
O=C1c2ccccc2CCC12OC2c1ccncc1 (configuration not stated)	9	-12
O=C(c1cccc(F)c1)N1CCCC(C(=O)N2CCN(c3ccccc3)CC2)C1 (configuration not stated)	8	-6
Cc1onc(-c2ccccc2)c1-c1csc(COc2ccccc2)n1	-30	6
Cc1ccc2c(c1)NC(=O)C(CC(=O)O)O2 (configuration not stated)	0	-7
Cc1ccc2nc(SCC(=O)Nc3cccc(Cl)c3)nc(=O)n2c1	-7	1
O=S(=O)(Nc1cccc2c1CCCC2)c1cccc(C(F)(F)F)c1	3	0
COc1ccc(CN2CCNC(=O)C2CC(=O)N(C)Cc2nonc2C)c(F)c1 (configuration not stated)	1	0
FC(F)(F)c1cc(CCN2C(=S)NC[C@@H]2c2ccccc2)cc(C(F)(F)F)c1	-47	6
CSCCC(NC(=O)COc1ccccc1)C(=O)NCC1COc2ccccc2O1 (configuration not stated)	8	-5
Cn1c(-c2ccc(F)cc2)cnc1NCc1ccccc1F	2	0
CC(C)Cc1nnc(NC(=O)CSc2ccccn2)s1	9	-22
O=S(=O)(Nc1c(O)ccc2ccccc12)c1ccccc1	3	-2
O=C(CC1C[C@H](C(=O)N2CCCCC2)[C@@]2(CCc3ccccc3)c3[nH]c4ccccc4c3CCN2C1=O)NCc1cccc(C(F)(F)F)c1 (some centres not stated)	91*	-21*
CCn1cnc2sc(C(=O)N(Cc3ccc(N(C)C)cc3)Cc3ccco3)c(C)c2c1=O	6	9
CC1CCCC(C)N1C(=O)COC(=O)CCC(=O)c1ccc(F)cc1 (configuration not stated)	20	-11
Cc1ccc(NC(=O)Cn2c(=O)cnc3ccccc32)cc1S(=O)(=O)N1CCCCC1	-6	-2
Cc1c(N(C)C(=O)c2ccc3c(c2)OCO3)c(=O)n(-c2ccccc2)n1C	-30	16
Nc1cccc(-c2cn3cccnc3n2)c1	3	2
NC1=NC(=O)C(c2ccccc2)(c2ccccc2)S1	-27	7
COc1cccc(/C=N/Nc2cc(Cl)nc(C)n2)c1O	20	-14
O=C(CN1C(=O)C2CC=CCC2C1=O)Nc1nc(-c2ccc(F)cc2)cs1 (configuration not stated)	15	-6
O=C(C1CC1)N(CCN(C(=O)C1CC1)c1ccccc1)c1ccccc1	-4	-5
CCOC(=O)c1cc(NC(=O)CSCCO)ccc1Cl	3	2

Looked up one by one from above:
SMILES	H9c2 TAG inh	H9c2 TAG inh DAPI viability
CC1CCCC(C)N1C(=O)COC(=O)CCC(=O)c1ccc(F)cc1 (configuration not stated)	20	-11
Cc1ccc(NC(=O)Cn2c(=O)cnc3ccccc32)cc1S(=O)(=O)N1CCCCC1	-6	-2
O=S(=O)(Nc1cccc2c1CCCC2)c1cccc(C(F)(F)F)c1	3	0

(listing goes on)
SMILES	H9c2 TAG inh	H9c2 TAG inh DAPI viability
COc1cccc(N=c2oc3ccc(OC)cc3cc2-c2nc3ccccc3[nH]2)c1	14	-9
Cc1ccc(SCC(=O)OC(C)C(=O)N2CCc3ccccc32)cc1 (configuration not stated)	8	6
Cc1ccc(NC(=O)c2c(-c3c(F)cccc3Cl)noc2C)cc1F	2	-8
CC[C@]12c3[nH]c4ccccc4c3CCN1C(=O)C(CC(=O)NCC13CC4CC(CC(C4)C1)C3)C[C@@H]2C(=O)N1CCN(C(=O)c2ccco2)CC1 (some centres not stated)	4	3
O=C(NCc1ccccc1F)c1ccc(S(=O)(=O)N2CCCCCC2)cc1	-9	-3
Cn1c(=O)c2c(nc(CN3CCN(Cc4ccccc4)CC3)n2Cc2ccc(Cl)cc2)n(C)c1=O	-2	15
COc1ccc(/C=C/C(=O)NCc2ccccn2)cc1OC	-6	-10
COc1ccc(NC(=O)CC2Sc3ncnn3C2=O)cc1 (configuration not stated)	-9	-3
Clc1ccc(CNCCCSc2ncccn2)cc1Cl	-2	2
O=C(O)CC(CC(=O)O)n1cccc1	8	-2
OCCOc1ccc(CN2CCN(CCCc3ccccc3)C(CCO)C2)cc1 (configuration not stated)	1	0
C[C@@H]1CN([C@H](C)CO)S(=O)(=O)c2ccc(C#CCN(C)C)cc2O[C@@H]1CN(C)Cc1ccccc1F	7	1
CCN(C(=O)COC(=O)c1cc(=O)[nH]c2ccccc12)C1CCS(=O)(=O)C1 (configuration not stated)	2	4
Cc1snc2sc(C(=O)c3ccc(F)cc3)c(N)c12	-1	-1
Cc1ccc(C)c(-n2c(C)cc(/C=N/NC(=O)c3c(C)nc4cc(C)ccn34)c2C)c1	-13	17
Cc1cccc(-c2nn(-c3ccccc3)cc2C(=O)N(C)CC(=O)Nc2ccc(N3CCOCC3)cc2)c1	17	-5
CC(=O)c1ccc(N(CC(=O)NC2CCS(=O)(=O)C2)S(=O)(=O)c2ccc(C)cc2)cc1 (configuration not stated)	-7	0
NC(=O)CSC1=Nc2ccccc2C2=NC(CC(=O)NCc3cccs3)C(=O)N12 (configuration not stated)	19	-6
CCOC(=O)C1CCN(Cc2nc3ccc(Cl)cc3n2CCO)CC1	-14	10
COc1cccc(NC(=O)Cn2cc(C=O)c3ccccc32)c1	-19	-1
CCOc1cc(CNCC(C)C)cc(Cl)c1OCc1ccccc1	-20	19

These rows are one share of the data; count on the stated rates, not on these rows.
